Screening data (PubChem BioAssay)
HIV fusion peptide – cell-free HIV fusion peptide-binding blockers – biochemical, uHTS, fluorescence dequenching, primary screen (AID 1986); hit rate 0.3% among 290,000; cell-free peptide binding, fluorescence dequenching, 30 min; higher % means a stronger effect; inhibition, % at 20 µM, or IC50 in µM where a hit was titrated; in the data active = inhibition mostly above about 52%, no sharp cut-off; inactive = mostly below about 76%; note: some results filed as inactive read as strong as hits
PhoP inhibition – PhoP-dependent GFP reporter repression – Salmonella Typhimurium, primary screen (AID 1863) | S. Typhimurium PhoP-regulated promoter GFP reporter, 4 h; higher % means a stronger effect | hit rate 0.16% among 300,000 | one-dose inhibition, % at 50 µM; IC50 in µM for titrated hits;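 active = inhibition over 29.93%, a cutoff 3 SD above the screen mean, later confirmed by dose response; inconclusive = inhibition over 29.93% but no dose response follow-up; inactive = inhibition at most 29.93% or unconfirmed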;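 note: 0% = low Mg2+ inducing control and 100% = high Mg2+ repressing control; strong numbers were not always called active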
GPR55 antagonists – inhibition of LPI-stimulated GPR55 beta-arrestin translocation – imaging, U2OS, beta-arrestin-GFP, LPI agonist, primary screen (AID 2013). U2OS GPR55 beta-arrestin-GFP translocation imaging, LPI antagonism; higher % means a stronger effect. inhibition, % at 10 µM; hits with a dose series show IC50 in µM. hit rate 0.13% among 290,000;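 active = spots per cell inhibited over 60%, with over 100 cells counted and total cytoplasm intensity under 500,000; inconclusive = wells with under 100 cells, flagged as likely toxic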;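 note: U2OS cells stably carrying GPR55 and arrestin-GFP stimulated by 5 µM LPI near EC80; imaged beta-arrestin-GFP aggregate spots per cell after agonist stimulation; plate controls were LPI-stimulated DMSO wells for no effect and DMSO wells without LPI for full effect; some results filed as inactive read as strong as hits; confirmed hits need IC50 under 10 µM and bright autofluorescent wells are also inconclusive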
SV40 large T antigen – SV40 large T antigen inhibitors, biochemical (AID 1903). SV40 large T antigen ATPase/helicase inhibition assay; higher % means a stronger effect. inhibition, % at 20 µM; hits with a dose series show IC50 in µM. hit rate 0.39% among 310,000; in the data active = a potency from the dose series; inconclusive = inhibition mostly from about 32% at the one dose, without a potency; inactive = the rest, 99 in 100 with inhibition below about 32%; note: strong numbers were not always called active
GPR35 arrestin U2OS – inhibition of zaprinast-stimulated GPR35 beta-arrestin translocation – imaging, U2OS, beta-arrestin-GFP, zaprinast agonist, primary screen (AID 2058); inhibition, % at 10 µM, or IC50 in µM where a hit was titrated; hit rate 0.052% among 290,000; U2OS GPR35 beta-arrestin-GFP translocation imaging, zaprinast antagonism; higher % means a stronger effect;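 active = inhibition of at least 50% with at least 30 cells and total cytoplasm GFP at most 10,000,000; inconclusive = under 30 cells or total GFP of 10,000,000 plus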
UTI89 phage lysis – inhibition of K1F phage lysis, E. coli UTI89, bacterial capsule biogenesis inhibitors, alamar blue (AID 488966) | E. coli UTI89 K1F phage lysis, alamar blue, 2 h; higher % means a stronger effect | inhibition, % at 100 µM, or IC50 in µM where a hit was titrated | hit rate 0.02% among 340,000;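 active = phage lysis inhibition, versus mean bacterial control, above a set limit; inconclusive = no clear call, values can overlap the other calls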;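 note: capsule biogenesis inhibitors block K1F phage lysis so surviving cells raise fluorescence; higher fluorescence means more inhibition of phage lysis; actives were called in the ten point dose series up to 300 µM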
RSV CPE inhibition – RSV antiviral activity via CPE protection, HEp-2 cells, primary 10 µM value included (AID 2391). HEp-2 cells, RSV-induced CPE inhibition; higher % means a stronger effect. CPE inhibition, % at 10 µM; hits with a dose series show IC50 in µM. hit rate 0.13% among 310,000; in the data active = a potency from the dose series; inconclusive = CPE inhibition mostly from about 23% at the one dose, without a potency; inactive = the rest, 99 in 100 with CPE inhibition below about 21%; note: strong numbers were not always called active
MgcRacGAP inhibition – MgcRacGAP GTPase-activating activity inhibitors, confirmation, biochemical, ADP Hunter fluorescence. MgcRacGAP-stimulated Rac1 GTP hydrolysis, ADP Hunter fluorescence; higher % means a stronger effect; GST-tagged Rac1 F28L mutant substrate. one-dose inhibition, % at 30 µM; IC50 in µM for titrated hits. hit rate 0.6% among 340,000. AID 624330;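 active = first-screen hits whose inhibition reached a set limit at any dose in the follow-up dose series; inconclusive = inhibition above the set first-screen limit but never retested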;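 note: fluorescence reports GDP produced by GAP-driven GTP hydrolysis; strong numbers were not always called active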
NS5 inhibitors – Dengue-2 NS5 methyltransferase inhibitors, primary screen, biochemical, confirmation dose response (AID 588689); hit rate 0.3% among 340,000; inhibition, % at 25 µM; hits with a dose series show IC50 in µM; Dengue-2 NS5 methyltransferase capping enzyme assay, biochemical; higher % means a stronger effect; in the data active = a potency from the dose series; inconclusive = inhibition above about 29% without an active follow-up result
NS5 inhibitors pilot replicate – second read-out of NS5 inhibitors, no call of its own (marks repeat the call); inhibition, %; measured here: pilot screen replicate inhibition
* = called active by the depositor; ? = inconclusive; nt = not tested or not shown; [ ] = dose if it differs, or a comment.

SMILES	HIV fusion peptide	PhoP inhibition	GPR55 antagonists	SV40 large T antigen	GPR35 arrestin U2OS	UTI89 phage lysis	RSV CPE inhibition	MgcRacGAP inhibition	NS5 inhibitors	others
N#Cc1nc(-c2ccc(F)cc2)oc1NCCCn1ccnc1	-1.0%	0%	4%	13%	0%	nt	0.2%	nt	nt
CCCSc1nnc(-c2cnn(-c3ccccc3)c2-n2cccc2)n1C	-2.4%	2%	10%	2%	2%	5.1%[50 µM]	0.6%	6%	-7%
Clc1ccc2nc(CSc3ccccc3)cn2c1	-0.7%	4%	-21%	-1%	18%	0.2%	1.9%	3%	-3%
CCS(=O)(=O)c1ccc(-c2cccc(NC(=O)COc3ccccc3)c2)nn1	-0.2%	2%	-2%	12%	-8%	-0.2%	2.3%	-26%	-1%
COc1ccc(OC)c(CCNC(=O)c2ccc(CS(=O)Cc3ccc(Cl)cc3)o2)c1 (centres undefined)	-0.4%	-9%	9%	6%	10%	0.0%	1.7%	5%	4%
COc1cc(OC)cc(C(=O)NCCCCCCNC(=O)c2cc(OC)cc(OC)c2)c1	nt	nt	nt	nt	nt	0.7%[50 µM]	0.9%	1%	6%
COc1ccc(-c2ccc(=O)n(Cc3cc(=O)n4ccccc4n3)n2)cc1	-0.1%	-2%	-3%	12%	8%	10%	-1.7%	3%	-6%
C#CCNC(=O)C1=C[C@@H](C2CC2)C[C@@H](OCc2ccc(CO)cc2)O1	1.3%	-2%	1%	7%	-16%	-0.4%	0.1%	10%	-3%
S=C(Nc1ccccc1)Nc1nc2ccccc2n1CCOc1ccc(Br)cc1	-2.0%	?	-11%	2%	-6%	1.3%	-2.0%	6%	-4%
Cc1c(NC(=O)Nc2cccc(Cl)c2)c(=O)n(-c2ccccc2)n1C	-0.9%	4%	6%	0%	3%	5.6%	1.0%	0%	-1%
CC(=O)c1cnc2cc(C)nn2c1C	0.5%	2%	10%	7%	13%	-0.4%	1.5%	0%	3%
CC(/C=N/NC(=O)c1cc(-c2ccc(Cl)cc2)nc2ccccc12)=C\c1ccco1	-1.0%	-2%	-9%	2%	-2%	4.8%	3.6%	6%	-3%
Cc1ccc(S(=O)(=O)N2[C@@H](c3cccc(Cl)c3)C(C(=O)O)=CC[C@H]2c2cccc(Cl)c2)cc1	nt	-1%	nt	19%	nt	-7.8%	19%	8%	48µM*
Cc1ccc(NC(=O)C2CCCN(S(=O)(=O)c3ccc4[nH]c(=O)ccc4c3)C2)cc1C (centres undefined)	-0.5%	nt	-14%	nt	-3%	2.0%	-1.6%	2%	1%
CC(C)(C)c1ccc(C(=O)OCCNC(=O)c2c(Cl)nc3ccccn23)cc1	-1.5%	-5%	-9%	12%	0%	-0.2%	4.5%	8%	-6%
CCCCCN(C(=O)CCC(=O)OCCOc1cccc(C)c1)c1c(N)n(CCCC)c(=O)[nH]c1=O	nt	6%	nt	8%	nt	-1.6%	-2.6%	5%	-4%
COc1ccc(N(Cc2cc(=O)[nH]c3ccccc23)C(=O)C(C)C)cc1	-1.1%	-1%	8%	4%	5%	0.2%	4.6%	9%	-5%
Cc1ccc(Nc2nc(N)c([N+](=O)[O-])c(N3CCCC(C)C3)n2)cc1C (centres undefined)	2.4%	6%	-3%	21%	43%	-1.6%[50 µM]	-1.8%	2%	4%
CC(NC(=O)C1CCCN(S(=O)(=O)N2CCOCC2)C1)c1ccccc1 (centres undefined)	1.2%	-4%	7%	13%	1%	0.1%	0.8%	1%	-4%
CN(C)CCCN(C(=O)c1ccc(C(=O)c2ccccc2)cc1)c1nc2cc3c(cc2s1)OCO3	-3.8%	-2%	16%	4%	3%	0.3%	7.0%	9%	-6%
CC(C)Cn1cnc2c(c1=N)C(c1ccccc1)C1=C(CC(C)(C)CC1=O)O2 (centres undefined)	0.3%	-16%	-2%	11%	1%	2.0%	1.2%	10%	-4%
CCOC(=O)c1ccc(Oc2nc(SC)nc(N(C)C)n2)cc1	-1.4%	11%	7%	-3%	-4%	0.1%	2.8%	10%	1%
Cc1nn(Cc2c(F)c(F)c(F)c(F)c2F)c(C)c1NC(=O)c1cccc(COc2ccccc2Cl)c1	-1.1%	-10%	5%	17%	-13%	0.5%	-1.4%	2%	-8%
CC(C)CC(NC(=O)C(NC(=O)C1CCC(=O)N1C(=O)OCc1ccccc1)C(C)C)C(=O)N1CCCC1C(N)=O (centres undefined)	0.7%	-3%	16%	9%	-1%	-0.5%	-0.1%	4%	5%
Cc1ccc(C)c(OCc2cc(C(=O)N(C)Cc3nccs3)no2)c1	1.5%	1%	-4%	0%	7%	-0.3%	3.8%	7%	-6%
Cc1cc(OCCN2CCN(S(=O)(=O)c3ccccc3F)CC2)ccc1C(C)C	nt	nt	nt	nt	nt	-0.4%[50 µM]	-0.1%	-2%	0%
Cc1ccc(NC(=O)CNCc2ccc(Cl)cc2Cl)cc1S(=O)(=O)N(C)C	-1.9%	6%	-3%	9%	10%	-0.5%	19%	16%	-2%
O=C(CCC1CCCC1)N=C1SC2CS(=O)(=O)CC2N1Cc1ccccc1 (centres undefined)	-0.5%	7%	-11%	2%	-18%	0.1%	8.1%	-1%	-8%
Cc1cccn2c(=O)c(/C=C(\C#N)C(=O)NC3CCS(=O)(=O)C3)c(N3CC(C)OC(C)C3)nc12 (centres undefined)	1.3%	-10%	-9%	11%	-12%	0.7%	nt	10%	2%
Cn1cc(S(=O)(=O)Nc2ccc(F)cc2F)c(=O)n(C)c1=O	2.0%	-1%	4%	2%	3%	-0.2%	3.1%	0%	1%
O=c1[nH]c2ccsc2c(=O)n1-c1ccc(F)cc1	1.9%	-4%	12%	nt	7%	0.2%	-0.8%	4%	-5%
CC(C)C(=O)Nc1ccc(C(=O)Nc2ccc(S(=O)(=O)N3CCOCC3)cc2)cc1	-0.6%	4%	11%	9%	-5%	9.3%	3.9%	10%	-3%
COc1ccc(CC(=O)N2CCc3ccccc3C2)cc1	0.7%	1%	7%	20%	-6%	-0.6%[50 µM]	0.9%	10%	3%
COc1ccc(C(=O)NC2CCN(C(=S)Nc3cccc(C)c3C)CC2)cc1	-0.5%	2%	-17%	4%	-4%	0.3%	0.1%	-3%	1%
CCCc1[nH]nc2c1C(c1ccc(OCCN3CCOCC3)c(OCC)c1)C(C#N)=C(N)O2 (centres undefined)	0.3%	4%	3%	9%	-13%	3.2%	0.5%	3%	-2%
Nc1nc(-c2ccc(Br)s2)c(Br)s1	2.3%	11%	2%	7%	-8%	1.8%	12%	13%	-6%
Cc1ccc(-c2nnc(Cc3ccc(Cl)cc3)o2)cc1	-1.0%	2%	9%	3%	21%	-0.9%	0.5%	19%	-5%
O=C(OCCCN=C1NS(=O)(=O)c2ccccc21)c1ccc(F)cc1	0.1%	11%	-1%	-2%	0%	2.8%	0.6%	5%	36%
CC1CCCN(C(=O)Cn2nnc(-c3ccc([N+](=O)[O-])cc3)n2)C1 (centres undefined)	0.9%	-11%	7%	8%	9%	-0.5%	1.6%	2%	-3%
CCOC(=O)c1c(C)[nH]c(C)c1C(=O)COC(=O)CCOc1ccccc1OC	-1.8%	12%	-16%	7%	4%	2.6%	0.7%	4%	-1%
Cc1nn(C(C)CC(=O)O)c(C)c1C (centres undefined)	3.6%	-1%	3%	-2%	2%	-0.2%[50 µM]	0.6%	-1%	-4%
Cc1cc(C)n(C2CC(=O)N(c3cc(Cl)cc(Cl)c3)C2=O)n1 (centres undefined)	1.2%	-11%	3%	12%	-3%	0.5%	1.7%	8%	6%
COc1cc(NC(=O)c2ccccc2)c(OC)cc1NC(=O)Cc1ccc(C)cc1	-0.7%	6%	4%	8%	4%	-0.2%	1.9%	7%	0%	NS5 inhibitors pilot replicate=3.6
CCOc1ccc(C(=O)c2cc3ccc(O)cc3oc2=O)cc1	2.5%	-3%	-6%	16%	1%	0.4%	1.9%	6%	-15%
N=c1c2c(n(Cc3cccc(Cl)c3)c3c1CCC3)CCCC2	-0.5%	-2%	3%	-2%	-9%	0.1%	2.0%	-8%	-7%
O=C(c1ccccc1NS(=O)(=O)c1ccc2c(c1)OCCO2)N1CCOCC1	-0.1%	-4%	2%	4%	15%	6.9%	1.7%	3%	1%
COc1ccc(-n2cc(CN3CCCC3)c(-c3cccc(F)c3)n2)cc1	2.3%	-6%	18%	70%	-2%	0.2%	-0.3%	8%	-4%
O=C(Cn1cnc2ccccc2c1=O)Nc1ccc(-c2nnc3n2CCCCC3)cc1	-1.4%	-8%	-3%	0%	6%	1.5%	0.7%	6%	2%
Cc1ccc(SCC(=O)Nc2ccc3c(c2)C(=O)NC3=O)cc1	-0.4%	-9%	7%	9%	-3%	nt	0.8%	nt	nt
Cc1ccccc1N1CCN(C(=S)c2ccc([N+](=O)[O-])cc2)CC1	0.5%	-13%	9%	8%	10%	3.6%	3.6%	11%	0%
O=S(=O)(c1ccc2c(c1)OCCO2)N1CCC(c2nc3ccccc3[nH]2)CC1	1.5%	-5%	-10%	10%	-1%	7.0%	3.2%	0%	-1%
O=C(Nc1ncc2c(n1)-c1ccccc1OC2)c1ccc(Cl)cc1	-1.4%	5%	5%	2%	1%	0.4%	-0.6%	6%	-3%	NS5 inhibitors pilot replicate=-5.8
COc1ccc(S(=O)(=O)NC2CCCCC2)c(C)c1C	-1.5%	5%	1%	3%	-15%	1.9%	2.5%	5%	-3%
O=C(CC1Nc2ccccc2NC1=O)Nc1ccccc1NC(=O)CC1Nc2ccccc2NC1=O (centres undefined)	-2.1%	3%	10%	5%	3%	nt	-0.7%	nt	nt
COC(=O)C1=C(C(=O)OC)SC(=C2C(=S)C(C)(C)N(C(=O)C3CC3)c3ccccc32)S1	-4.0%	7%	29%	12%	-14%	3.6%	-0.7%	14%	-4%
CN(C)c1ccnc(-n2cccc2/C=N/O)c1C#N	-0.9%	-4%	1%	4%	-1%	nt	-1.1%	nt	nt
COc1ccc(-c2cc(C(=O)NCC(C)C)no2)cc1	-1.0%	-6%	6%	16%	-5%	-1.0%	-0.8%	2%	-3%
O=C1NC(=S)N/C1=C/c1cc2c(cc1[N+](=O)[O-])OCO2	0.9%	6%	5%	3%	-4%	0.1%	-0.8%	11%	7%

Rows were taken by chance. About 1.5% of those tested had a hit in this group.
